K1F lysis inhibition: inhibition of K1F phage lysis, E. coli UTI89, bacterial capsule biogenesis inhibitors, alamar blue (AID 488966); inhibition, % at 100 µM; hits with a dose series show IC50 in µM; E. coli UTI89 K1F phage lysis, alamar blue, 2 h; higher % means a stronger effect; 340,000 compounds, 0.02% hits;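 active = phage lysis inhibition, versus mean bacterial control, above a set limit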;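 also: capsule biogenesis inhibitors block K1F phage lysis so surviving cells raise fluorescence; higher fluorescence means more inhibition of phage lysis; actives were called in the ten point dose series up to 300 µM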
Siah-1 displacement: Siah-1 peptide-binding antagonists, primary screen, biochemical, fluorescence polarization, rhodamine-plectin, uHTS (AID 1817); Siah-1 / rhodamine-plectin peptide fluorescence polarization; higher % means a stronger effect; displacement, % at 20 µM, or IC50 in µM where a hit was titrated; 290,000 compounds, 0.02% hits;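 active = displacement of at least 50% at 20 µM, with a fluorescence ratio check between 0.3 and a set limit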;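 also: plate controls were Siah plus tracer with DMSO for no effect and tracer alone without Siah for full effect; strong numbers were not always called active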
Numbers without * were called inactive; [ ] = remark or other dose. A portion of the library (hit frequency here may not be typical).

No.	Structure	K1F lysis inhibition	Siah-1 displacement
1	COc1ccc2ccccc2c1-c1csc(N)n1	-0.3%	2%
2	CCOC(=O)C1=C(O)C(=O)N(Cc2ccccc2)C1	-0.1%	-2%
3	Cc1nnc(SCC(=O)Nc2cc(S(C)(=O)=O)ccc2Cl)n1Cc1ccccc1	0.1%	-10%
4	O=C(CSc1ccc(F)cc1)N1CCOCC1	-0.2%	9%
5	COc1cccc(NC(=O)[C@H](Cc2c[nH]c3ccccc23)NC(=O)[C@@H]2Cc3ccccc3CN2)c1	-1.5%	-2%
6	Cc1cc(C2C(=O)c3ccccc3C2=O)c(C)c(C)c1C	0.0%	2%
7	CCC(=O)Nc1nc(C)c(C(=O)Nc2cccc(Cl)c2)s1	0.4%	-2%
8	Cc1ccc(CCNC(=O)c2ccc3nc4ccc(Cl)cc4c(=O)n3c2)cc1	0.3%	-4%
9	COC(=O)CC1COc2ccccc2N1C(=O)/C=C/c1ccccc1 (stereo not given)	0.4%	2%
10	CCc1cc(=O)oc2cc(C)cc(OCC(=O)NC(Cc3c[nH]c4ccc(O)cc34)C(=O)O)c12 (stereo not given)	0.9%	-4%
11	Cc1ccc(C(O)CCc2ccc(N)cc2)cc1 (stereo not given)	-0.1%	-10%
12	CC(C)c1ccc(N(CC(=O)N2CCN(Cc3ccccc3)CC2)S(C)(=O)=O)cc1	-3.4%	1%
13	CN(CCO)c1ccc(/C=N/Nc2nncc3ccccc23)cc1	0.1%	-7%
14	CCCNc1nc2ccccc2n2c(C)nnc12	0.3%	-4%
15	CC(C)c1ccc(OCC(=O)Nc2ccncc2)cc1	0.1%	0%
16	Cn1c(=N)n(CC(=O)c2ccc(F)cc2)c2ccccc21	-0.1%	0%
17	COc1ccc(OC)c2c1cc(C(=O)N[C@H](C(=O)N1CCC[C@H]1C(=O)O)C(C)C)n2C	3.3%	-6%
18	CCOc1cc(CNn2cnnc2)cc(Cl)c1OCC(=O)NC(C)(C)C	0.0%	0%
19	CCN(C(=O)Cc1c(C(=O)O)n(CC)c2ccccc12)c1ccccc1C	0.1%	-3%
20	COc1ccc(Cl)cc1NC(=O)C/C(C)=N/NC(=O)CCc1ccccc1	-0.3%	4%

Some of these compounds in order of length of the SMILES, falling.
No.	Structure	K1F lysis inhibition	Siah-1 displacement
3	Cc1nnc(SCC(=O)Nc2cc(S(C)(=O)=O)ccc2Cl)n1Cc1ccccc1	0.1%	-10%
8	Cc1ccc(CCNC(=O)c2ccc3nc4ccc(Cl)cc4c(=O)n3c2)cc1	0.3%	-4%
20	COc1ccc(Cl)cc1NC(=O)C/C(C)=N/NC(=O)CCc1ccccc1	-0.3%	4%
7	CCC(=O)Nc1nc(C)c(C(=O)Nc2cccc(Cl)c2)s1	0.4%	-2%
4	O=C(CSc1ccc(F)cc1)N1CCOCC1	-0.2%	9%

Going on with the list.
No.	Structure	K1F lysis inhibition	Siah-1 displacement
21	CN1CCN(C(=O)/C=C/c2ccc(C#N)cc2)CC1	-0.1%	15%
22	C=Cc1ccc(Cn2c(=O)n(C)c(=O)c3sccc32)cc1	0.0%	3%
23	CCOC(=O)C1CCN(C(=O)CNC(=O)c2nn(-c3ccc(OC)cc3OC)c(=O)c3ccccc23)CC1	0.1%	29%
24	O=S(=O)(c1ccc(OC(F)(F)F)cc1)N1CCCC(c2ccccc2)C1 (stereo not given)	0.3%	1%
25	O=C(N/N=C/c1cccc2ccccc12)c1ccccc1Cl	-0.9%[50 µM]	-2%
26	COc1ccc(CCn2c(S)nc3ccccc3c2=O)cc1	0.1%	1%
27	Cc1nc2ccccc2c(=O)n1NC(=O)c1cccc(Cl)c1	0.0%	3%
28	Cn1cnnc1SCC(=O)Nc1ccc(F)cc1	0.1%	-3%
29	COc1ccc(C(=O)NC(CCSC)C(=O)N2CCCCCC2)cc1 (stereo not given)	0.4%	0%
30	O=C1CN(C(=O)NCC(=O)N[C@H](Cc2ccccc2)C(=O)O)c2ccccc2N1	7.9%	1%
31	CCC(=NCCc1ccc(OC)c(OC)c1)c1ccccc1O	0.0%	-1%
32	O=C(NCCc1ccc(F)cc1)Nc1ccccc1	-1.4%	-1%
33	Cc1c(OCC(=O)N2CCC(C(N)=O)CC2)ccc2c3c(c(=O)oc12)CCC3	1.2%	-1%
34	O=C(CCCCCBr)N1CCC(CC2CC(c3cccc(Br)c3)=NO2)(C(=O)NCC2CCCCC2)CC1 (stereo not given)	-1.4%	0%
35	COc1cc(NC(=O)c2ccccc2)ccc1NC(=O)c1cc2ccccc2o1	0.2%	-7%
36	COc1ccc(N(CC(=O)N/N=C/c2ccc(OC)cc2OC)S(=O)(=O)c2ccccc2)cc1	0.1%	-1%
37	O=C(c1ccccc1N(Cc1ccccc1)S(=O)(=O)c1ccccc1)N1CCOCC1	0.1%	-2%
38	CSCC[C@H](NC(=O)[C@H]1CC[C@H](CNC(=O)[C@@H](N)Cc2ccccc2)CC1)C(=O)O	-0.1%	-3%
39	Cc1ccnc(Nc2nc(-c3ccc(Cl)cc3)cs2)c1	0.1%	10%
40	CCOC(=O)CN1C(=O)/C(=C/c2c(F)cccc2Cl)Oc2ccccc21	-0.1%	2%

2 entries from above, with each value named.
30) O=C1CN(C(=O)NCC(=O)N[C@H](Cc2ccccc2)C(=O)O)c2ccccc2N1
  K1F lysis inhibition: 7.9% | Siah-1 displacement: 1%
31) CCC(=NCCc1ccc(OC)c(OC)c1)c1ccccc1O
  K1F lysis inhibition: 0.0% | Siah-1 displacement: -1%

Carrying on:
No.	Structure	K1F lysis inhibition	Siah-1 displacement
41	Cc1cc(S(=O)(=O)N2CCOCC2)ccc1OCC(=O)N1CCC(C(N)=O)CC1	3.0%	4%
42	CC(C)C(=O)Nc1c(-c2cccc(Cl)c2)c(=O)c2ccccc2n1C	0.0%	-6%
43	O=C(Nc1nccs1)c1ccc2ccccc2c1	-0.6%	-1%
44	CCCn1c(C2CCCN2c2nc(-c3ccc(C)cc3)cs2)nc2cc(Cl)c(N3CCCCC3)cc21 (stereo not given)	0.1%	-7%
45	Cc1c(CCOC(=O)c2ccccc2)sc[n+]1CC(=O)c1ccc(Br)cc1	0.3%	-1%
46	NC(=O)CC(NC(=O)c1ccccc1)c1ccc(N2CCN(c3ccccc3)CC2)c([N+](=O)[O-])c1 (stereo not given)	1.8%	-4%
47	COc1ccccc1Oc1ccc(S(=O)(=O)N2CCCCC2C)cc1 (stereo not given)	0.0%	1%
48	Cc1c(CCC(=O)O)c(=O)oc2cc(OCc3cccc(F)c3)ccc12	-0.2%	2%
49	COc1ccc(-c2nc3cc(C)ccn3c2NC(=O)c2c(F)cccc2Cl)cc1	0.2%	7%
50	COc1ccc(C(=O)c2c(-c3cccc(C)c3)oc3ccc(N4CCOCC4)cc23)cn1	0.4%	4%
51	COC(=O)c1cc(C(=O)OCC(=O)NC2CCCC2)cc([N+](=O)[O-])c1	0.2%	3%
52	COc1ccc2[nH]c(C(=O)N/N=C/c3ccc(OC)c(O)c3)cc2c1	-0.1%	-6%
53	COc1ccc(S(=O)(=O)NCCc2c[nH]c3ccc(C)cc23)cc1	-2.8%	0%
54	Cc1cc(=O)oc2c3c(cc(OCC(=O)N[C@@H](Cc4ccccc4)C(=O)O)c12)OC(C)(C)CC3	-0.2%	7%
55	CCOC(=O)c1c(C)c2c(=O)[nH]cnc2n1-c1ccccc1	0.1%	1%
56	Cc1onc(-c2ccccc2Cl)c1C(=O)N1CCC(C)CC1	0.2%	10%
57	COC(=O)c1ccccc1NC(=S)N1CCN(c2ccccc2)CC1	0.1%	-2%
58	Cc1onc(-c2c(Cl)cccc2Cl)c1C(O)c1ccccc1 (stereo not given)	0.1%	3%
59	O=C1OC(N2C(=O)CC[C@H]2C(=O)Nc2cccc(F)c2)c2ccccc21 (stereo not given in full)	6.9%	-4%
60	CN(C)CCNc1nc2c(c(=O)[nH]c(=O)n2C)n1CCOc1ccccc1	0.8%	-2%
61	COc1ccccc1CN1CC(=O)N2CSC[C@H]2C1=O	-0.4%	-2%
62	O=C(NCCSCc1ccco1)c1ccc(=O)[nH]c1	0.1%	-8%
63	Cc1ccc2cc(CN(CCc3ccccc3)C(=S)NCCCN(C)C)c(=O)[nH]c2c1	0.6%	-4%
64	CCCN(c1ccccc1C(=O)O)S(=O)(=O)c1ccc2c(c1)n(C)c(=O)n2C	-0.2%	-6%
65	Cn1nc(-c2ccccc2)cc1NC(=O)c1ccccc1	1.2%	0%
66	CCOc1ccc(/C(C)=N\NC(=O)Cc2ccccc2)cc1	0.1%	0%
67	O=[N+]([O-])c1cc([N+](=O)[O-])c(Oc2ccc(F)cc2)cc1NN1CCCCC1	1.8%	-4%
68	COc1cc(-c2noc(C)c2-c2ccc(N(C)C)nc2)cc(OC)c1OC	0.6%	-7%
69	Cc1cc(=O)oc2cc(NC(=O)c3ccccc3C(=O)O)ccc12	0.1%	-4%
70	COc1ccc(/C=C2\SC(N3CCCCC3)=NC2=O)cc1OC	-0.3%	5%
71	CCOC(=O)Cn1ncc2c3ccccc3n(CC(=O)OCC)c2c1=O	0.0%	9%
72	COc1ccc(-c2sc3ccc(OC)cc3c2C#CCCO)cc1	-1.1%	6%
73	Cc1ccc(-c2nc(Nc3ccc(O)cc3)c3ccccc3n2)cc1	-0.1%	-6%
74	CCOc1ccc(C(=O)OC(C)CN2CCN(C)CC2)cc1 (stereo not given)	1.4%	1%
75	CCCc1cc(=O)oc2cc(C)cc(OCC(=O)NC(Cc3c[nH]c4ccc(O)cc34)C(=O)O)c12 (stereo not given)	-4.1%	1%
76	CC(C)Cc1ccc(C(=O)NCc2ccc3c(c2)OCO3)o1	0.2%	-8%
77	COc1ccc(OC)c(C(=O)CCCC(=O)c2cc(OC)ccc2OC)c1	0.1%	-6%
78	CC(=O)Nc1ccc(NC(=O)c2cc(=O)c3cc(C)c(C)cc3o2)cc1	0.1%	-4%
79	Cc1ccc(-n2c(-c3ccc(Cl)cc3)n[nH]c2=S)c(C)c1	-1.9%	-2%
80	Cc1ccc(C(=O)N2CCN(c3ccccn3)CC2)cc1C	1.0%	-2%

Gathered by group, the compounds so far containing bromine.
No.	Structure	K1F lysis inhibition	Siah-1 displacement
34	O=C(CCCCCBr)N1CCC(CC2CC(c3cccc(Br)c3)=NO2)(C(=O)NCC2CCCCC2)CC1 (stereo not given)	-1.4%	0%
45	Cc1c(CCOC(=O)c2ccccc2)sc[n+]1CC(=O)c1ccc(Br)cc1	0.3%	-1%

Next section.
No.	Structure	K1F lysis inhibition	Siah-1 displacement
81	Cc1ccc(S(=O)(=O)N2CCCCC2)cc1	0.0%	2%
82	NC(=NCCc1ccccc1)c1cccc([N+](=O)[O-])c1	0.1%	-4%
83	CC(C)(C)c1ccc(C(=O)NN=C2CCCC2)cc1	-0.5%	3%
84	CCOC(=O)C1=C(C)N(C)C(=O)NC1c1cccc2ccccc12 (stereo not given)	0.0%	3%
85	O=C(Cc1cccc(C(F)(F)F)c1)N1CCCC1	-0.2%	-3%
86	O=C(Nc1ccc2oc(-c3ccncc3)nc2c1)c1ccc([N+](=O)[O-])o1	-0.6%	-5%
87	COc1ccc(CNC(=O)Cc2cn(C)c3ccccc23)c(OC)c1	0.0%	1%
88	CNC(=O)c1cc(C(=O)c2ccc(C(F)(F)F)cc2)c[nH]1	-0.1%	-1%
89	CCS(=O)(=O)C1=NN2C(=N)/C(=C\c3ccc(OCCOc4cccc(OC)c4)c(OC)c3)C(=O)N=C2S1	1.6%	10%
90	Oc1ccc(Br)cc1CNc1nccs1	-0.6%	3%
91	CSc1ncc(Cl)c(C(=O)Nc2cc(C)ccc2C)n1	0.1%	-2%
92	Cc1ccc(NC(=O)c2ccc3c(c2)OCO3)cc1Cl	-0.3%	3%
93	O=C(CC(c1ccccc1)c1ccccc1O)NCCc1ccccc1 (stereo not given)	0.2%	9%
94	COc1cccc(N2C(=O)Nc3ccc(Br)cc3C2(O)C(=O)NCCCN(C)C)c1 (stereo not given)	0.2%	-2%
95	CC1(C)C2CCC1(C)C(NCC(O)COc1ccc(C#N)cc1)C2 (stereo not given)	0.0%	5%
96	OC(Cn1cnnc1)c1ccccc1 (stereo not given)	0.0%	11%
97	COc1ccc2c(c1OC)C(=O)OC2N1C(=O)CC[C@H]1C(=O)Nc1ccc(F)cc1F (stereo not given in full)	6.8%	2%
98	O=C(C[n+]1ccccc1)N/N=C/c1cccc(Cl)c1Cl	0.4%	2%
99	CN(CCc1ccccn1)C1CCCN(S(=O)(=O)c2ccccc2)C1 (stereo not given)	2.0%[50 µM]	4%
100	CN(Cc1ccccc1)C(=O)COc1cc(Cl)ccc1Cl	0.2%	0%
101	Cc1ccc(N2C(=O)c3ccccc3C2=O)nc1	-0.1%	7%
102	COc1ccc2[nH]cc(CCNC(=O)Cc3ccc(Cl)cc3)c2c1	0.2%	-1%
103	COc1ccc(CN2CCSc3sccc3C2=O)cc1	-0.1%	11%
104	CCOP(=O)(OCC)c1nc(-c2ccc(Br)cc2)oc1N1CCCCC1	-0.1%	-1%
105	COc1cc(NC(=O)Nc2cccc3cccnc23)cc(OC)c1OC	-0.5%	1%
106	O=C(CCC1CCCCC1)Nc1nnc(C(F)(F)F)s1	0.2%	-2%
107	Cc1ccc2nsnc2c1S(=O)(=O)Nc1ccccc1C(=O)O	0.2%	2%
108	CC1CCCCN1C(=O)c1cc2c(=O)n3ccccc3nc2s1 (stereo not given)	0.3%	0%
109	O=S(=O)(CCN1CCOCC1)c1ccc(OC(F)(F)F)cc1	0.1%	0%
110	O=C(O)c1ccc(N/N=C/c2cc(Br)cs2)cc1	3.5%	-4%
111	CCN1CCN(CC(=O)Nc2c(OC)cccc2OC)CC1	-0.2%	5%

Assay outcomes: PubChem, several laboratories
